# NCI-60 one-dose screen, 48 h, at 10 µM unless noted. Numbers give growth in % (100 = growth as untreated, 0 = no growth, -100 = all killed).
# OVCAR-5: OVCAR-5 ovarian cancer | actives 2.9% (n = 82,000)
# RXF 393: RXF 393 renal cancer cells; actives 6.9% (n = 77,000)
# ACHN: ACHN renal cancer | actives 4.9% (n = 81,000) | AID 1794771
# OVCAR-8: OVCAR-8 ovarian cancer; actives 4.4% (n = 81,000); AID 1794782
# TK-10: TK-10 renal cancer cells; actives 3.9% (n = 81,000)
# CAKI-1: CAKI-1 renal cancer; actives 4.7% (n = 75,000); AID 1794772
# OVCAR-3: OVCAR-3 ovarian cancer | actives 7% (n = 79,000)
# A498: A498 renal cancer cells; AID 1794774; actives 5.4% (n = 76,000)
# Numbers without * were called inactive; . = no result given; & = joins results of further samples; [ ] = dose if it differs, or a comment. The calls were made as follows: active = growth percent below 10; inactive = the rest. Only part of the results is shown; the hit share may differ from the screen's.
SMILES,OVCAR-5,RXF 393,ACHN,OVCAR-8,TK-10,CAKI-1,OVCAR-3,A498
COc1ccc(-c2cc(-c3ccc4c(c3)Sc3ccccc3N4C)c(C#N)c(N)n2)cc1OC,89,84,92,74,91,67,.,84
OCC#CCOCC(O)CCl (stereo not drawn),112,.,101,108,106,103,105,109
CO/N=C/c1ccc[n+](C)c1,99,106,101,106,94,105,109,79
Cc1cc(C)cc(C(=O)c2cc(Cl)ccc2OCCn2c(=O)ccn(CCOc3ccccc3)c2=O)c1,99,79,59,64,64,48,66,56
O=C(Cn1ccnc1)Nc1cccc2cccnc12,107,108,98,105,136,.,132,71
O=[N+]([O-])c1ccc(S(=O)(=O)NCNS(=O)(=O)c2ccc([N+](=O)[O-])cc2)cc1,108,106,.,87,87,.,105,111
CC(=O)CC(=O)Nc1cccc(NC(=O)CC(C)=O)n1,111,112,106,101,109,100,117,116
CSc1nc2sc3c(c2c(=O)n1-c1ccccc1)CCCCC3,102,117,95,96,112,95,117,97
Cc1ccc2ccc3ccc(C)nc3c2n1,107,113,107,98,112,106,101,83
c1ccc(-c2cc3n4c(-c5ccccc5)nn(-c5ccccc5)c4cnc-3n2)cc1,92,-16*,68,58,24,59,60,78
O=C(Nc1ccc2ncnc(Nc3ccc(F)c(Cl)c3)c2c1)c1ccccc1,84,73,37,79,37,.,32,68
CCOC(=O)CC1NN=c2n(nc3n(-c4ccccc4)c(=O)/c(=C\c4ccc(OC)cc4)n23)C1=O (stereo not drawn),122,106,87,101,165,83,96,113
COc1ccc(C2=NN(c3ccc(S(N)(=O)=O)cc3)C(c3cn(-c4ccccc4)nc3-c3ccc(Cl)cc3)C2)cc1 (stereo not drawn),114,97,95,91,91,91,92,76
CCCCCCCCCCCn1nnnc1N,94,79,91,.,90,77,83,92
CCC1S(=O)(=O)OCCOS1(=O)=O,108,110,106,105,103,89,105,109

# For convenience, 3 of the compounds above:
SMILES,OVCAR-5,RXF 393,ACHN,OVCAR-8,TK-10,CAKI-1,OVCAR-3,A498
CC(=O)CC(=O)Nc1cccc(NC(=O)CC(C)=O)n1,111,112,106,101,109,100,117,116
CSc1nc2sc3c(c2c(=O)n1-c1ccccc1)CCCCC3,102,117,95,96,112,95,117,97
Cc1ccc2ccc3ccc(C)nc3c2n1,107,113,107,98,112,106,101,83

# (continued)
SMILES,OVCAR-5,RXF 393,ACHN,OVCAR-8,TK-10,CAKI-1,OVCAR-3,A498
Cn1c(=O)c2c(ncn2CC[N+](C)(C)C)n(C)c1=O,105,111,110,105,92,102,105,115
COc1ccc(Nc2ncccc2NC(=O)c2cn(Cc3cc(OC)c(OC)c(OC)c3)nn2)c(OC)c1,112,107,106,99,108,101,104,72
CCCCC(O)Cn1ncc(C(=O)N/N=C\c2ccc(OC(F)F)c(OC)c2)c1N (stereo not drawn),101,117,96,94,114,83,.,96
Cc1ccc2c(c1)-c1cc3c(O)[nH]c(=S)n3c(=O)c1=N2,101,111,93,102,104,88,107,109
O=C1NC(=O)/C(=C\c2cn(-c3ccccc3)nc2-c2cccc(O)c2)S1,101,104,93,93,93,93,85,116
CC(=O)CC/C=C(\C)[C@H](O)[C@H](C)C(=O)O[C@H]1C[C@H](C)C=C2C=C[C@@]3(C)O[C@@H](O)CC(=O)[C@]3(C)[C@H]21,-10*,-88*,.,-15*,-27*,.,-46*,-66*
Cn1cc(-c2nn3cc(-c4ccncc4)nc3s2)c2cc(Br)ccc21,74,65,69,29,113,57,.,81
COc1cc(-c2noc(C(Cc3ccccc3)NC(=O)OCc3ccccc3)n2)cc(OC)c1OC (stereo not drawn),97,88,86,92,112,58,91,22
NC(=O)C(O)(C(F)(F)F)C(F)(F)F,111,110,108,104,103,100,104,76
FCc1ncc(-c2ccc(C(F)(F)F)cc2)c(NC2CCCCCC2)n1,33[100 µM],1.2*[100 µM],8.8*[100 µM],16[100 µM],38[100 µM],0.6*[100 µM],-85*[100 µM],-19*[100 µM]
CC(C)[C@@H]1CC[C@]2(CO2)[C@@H]2C(=O)OCC(C(=O)O)=C[C@H]21,22,.,3.1*,4.6*,12,6.6*,5.8*,.
Cn1c(=O)c(C#N)c(-c2ccccc2)n2c(S(C)(=O)=O)nnc12,99,106,106,89,130,91,107,128
COc1ccc(-c2cc(-c3nnc(SCC(=O)Nc4ccc(/C(C)=N\O)cc4)o3)c3ccccc3n2)cc1,113,106,117,105,96,.,98,101
C=CC[Si](c1ccccc1)(c1ccccc1)c1ccccc1,107,110,103,103,101,82,97,92
COc1cc(-c2cc3cc(Cl)cc(Cl)c3oc2=O)cc(OC)c1OC,96,90,92,114,115,89,108,101
C=CCCCOC1[C@H](OCc2ccccc2)C(OCc2ccccc2)C(OC)O[C@@H]1CNC(=O)c1cccc(I)c1 (stereo partly drawn),69,38,33,52,64,38,50,71
CC(C)NCC(O)COc1ccc(COCCOC(C)C)cc1 (stereo not drawn),109,113,107,102,115,94,114,96
Cc1cc(C#Cc2ccc(C(C)(C)C)cc2)ccc1-n1c(/C=C/c2ccc3[nH]ccc3c2)nc2ccccc2c1=O,138,111,113,98,108,87,96,112
CCn1cnc(C[C@H](NC(=O)[C@H](CCCCNC(=O)Nc2cc(C(F)(F)F)cc(C(F)(F)F)c2)NC(=O)Nc2cc(C(F)(F)F)cc(C(F)(F)F)c2)C(=O)OC)c1,-68*[100 µM],-47*[100 µM],-40*[100 µM],-9.3*[100 µM],-37*[100 µM],68[100 µM],-90*[100 µM],-52*[100 µM]
Oc1ccc(-c2nn(-c3ccccc3)cc2-c2nc3ccccc3s2)cc1,108,104,91,94,142,82,85,82
CCN1CCN(c2cc(C(F)(F)F)nc(NCCCNc3ccnc4cc(Cl)ccc34)n2)CC1,88,75,89,89,93,80,78,60
c1ccc2c(c1)nc(CN1CCOCC1)n1cc(N3CCCC3)nc21,93,95,104,94,114,100,110,99
CCCCCCN(CCCCCC)C(C)C(O)c1ccc2cc(Br)c3ccccc3c2c1 (stereo not drawn),106,107,104,109,110,96,113,112
COc1ccc(C(=O)c2cc(OC)c(OC)c(OC)c2)cc1OC(=O)CCl,74,57,40,7.1*,64,.,0.5*,59
Nc1ccc2c(c1)C(=O)c1ccc(N)cc1-2,116,114,105,106,126,100,127,118
CCOC(=O)c1cccc(NC2=C(Cl)C(=O)c3nc(C)ccc3C2=O)c1,104,98,96,98,119,108,46,89
O=S(c1ccccc1O)S(=O)c1ccccc1O (stereo not drawn),111&104,116&106,107&113,106&110,105&92,105&104,105&117,96&88
Cc1cc2cn3c4ccc(O)cc4[nH]c(=O)c3c2cc1C,33,38,12,-13*,0.9*,-5.2*,-35*,19
O=C1c2cccc3c(N4CCN(Cc5ccccc5)CC4)ccc(c23)C(=O)N1c1cccc(-c2nn(-c3ccccc3)cc2-c2nc3ccccc3s2)c1,107,100,93,115,120,86,102,125
Cc1nn(-c2ccccc2)c2nc(CN3CCN(c4cc5c(cc4F)c(=O)c(C(=O)O)cn5C4CC4)CC3)[nH]c(=O)c12,100,78,91,45,109,71,50,69

# Reprinted from the part before: four compounds, then new ones.
SMILES,OVCAR-5,RXF 393,ACHN,OVCAR-8,TK-10,CAKI-1,OVCAR-3,A498
O=S(c1ccccc1O)S(=O)c1ccccc1O (stereo not drawn),111&104,116&106,107&113,106&110,105&92,105&104,105&117,96&88
Cc1cc2cn3c4ccc(O)cc4[nH]c(=O)c3c2cc1C,33,38,12,-13*,0.9*,-5.2*,-35*,19
O=C1c2cccc3c(N4CCN(Cc5ccccc5)CC4)ccc(c23)C(=O)N1c1cccc(-c2nn(-c3ccccc3)cc2-c2nc3ccccc3s2)c1,107,100,93,115,120,86,102,125
Cc1nn(-c2ccccc2)c2nc(CN3CCN(c4cc5c(cc4F)c(=O)c(C(=O)O)cn5C4CC4)CC3)[nH]c(=O)c12,100,78,91,45,109,71,50,69
CC(=O)Nc1ccc(NC(C)=O)c2c1C(=O)c1ccccc1C2=O,88,108,79,93,93,69,104,91
CC(C)(CO)C(O)C(=O)NCCC(=O)NCCSSCCNC(=O)CCNC(=O)C(O)C(C)(C)CO (stereo not drawn),119,92,95,99,138,104,101,107
O=C(O)C1CC(C(=O)O)SS1 (stereo not drawn),109,118,111,107,102,102,118,109
COc1ccc(NC(=O)Cn2c(/C=C/c3cccc([N+](=O)[O-])c3)nc3ccccc3c2=O)cc1,118,-6.3*,20,43,73,50,51,93
CC1(C)C(C(N)=O)C(=O)NC(=O)C1C(N)=O (stereo not drawn),104,109,99,106,114,99,118,87
COc1cc(C2Nc3ccccc3S2)cc(CN2CCOCC2)c1O (stereo not drawn),122,79,88,89,85,74,52,73
C/C(=N\NC(=O)CSc1nc2ccccc2c(=O)n1CCc1ccc(S(N)(=O)=O)cc1)c1ccc(Br)cc1,111,99,94,35,106,80,128,97
CC(=O)c1ccc(N=C=S)cc1,102,116,108,104,96,96,.,110
CC(C)(C)CC(C)(C)n1nnnc1C(Nc1nccs1)c1cc2cccc3ccc4cccc1c4c32 (stereo not drawn),85,119,96,100,108,76,.,.
C=C1CCC2C(C)(CO)C(O)CCC2(C)C1CC(NCc1cccc(Cl)c1)C1=CCOC1=O (stereo not drawn),93,108,97,98,113,84,104,106
C=C(C)[C@@H]1CC[C@]2(COCCCNCCC#N)CC[C@]3(C)[C@H](CC[C@@H]4[C@@]5(C)CC[C@H](OCCCNCCC#N)C(C)(C)[C@@H]5CC[C@]43C)[C@@H]12,84,-9.1*,65,67,75,35,71,43
Cc1cccc(NC2(C(=O)O)CCCC2)c1,116,105,107,111,97,99,107,109
CS(=O)(=O)Oc1c(Cl)c(Cl)c(OS(C)(=O)=O)c(Cl)c1Cl,104,110,119,99,107,99,121,95
CN1C(=O)N(c2ccccc2)C2N=C(N/N=C/c3ccccc3)SC21 (stereo not drawn),35,-2.8*,49,26,62,42,13,-19*
COC(=O)c1nc[nH]c1[N+](=O)[O-],119,109,107,101,104,110,118,65
COc1cccc2c1OC(c1ccc3noc(-c4ccccc4)c3c1)N1N=C(c3ccc(C)cc3)CC21 (stereo not drawn),103,107,103,108,117,83,.,119
Cc1c(Cl)cc(N2C(=O)c3cccc4cccc(c34)C2=O)cc1Cl,109,126,98,107,112,90,118,99
CC(O)c1cnc(/C=C2\SC(=S)N(Cc3ccccc3)C2=O)s1 (stereo not drawn),90,74,88,52,-18*,88,53,104
CCOc1nc2cccc(C(=O)O)c2n1Cc1ccc(-c2ccccc2-c2nn[nH]n2)cc1,107&104,118&117,105&98,105&99,133&101,95&93,122&104,93&93
C[C@]12CC[C@H]3[C@@H](CCC4=CC(=O)CC[C@@]43C)[C@@H]1CC[C@@H]2C(=O)CF,88,106,93,94,95,94,104,115
CCC1=C[C@@](C)(C2CC(=O)N(c3ccccc3)C2=O)[C@H](CC)[C@@H]2C(=O)N(c3ccccc3)C(=O)[C@H]12 (stereo partly drawn),96,91,99,109,99,99,107,.
OCC1(CO)COC(c2ccccc2)=N1,104,.,103,101,102,102,95,91
Cc1nc(O)c(C)c(=O)[nH]1,105,115,.,94,83,.,102,123
COc1ccc2c(c1)O/C(=C\c1cccc(OCC(=O)Nc3nc4c(s3)CCCC4)c1)C2=O,103,-15*,97,-23*,115,-100*,41,89
C=C1C[C@H]2[C@@H](N(C(c3ccccc3)c3ccccc3)C(=O)C(=O)N2c2cccc(C3(C)OCC(C)(C)CO3)c2)[C@@]1(CC)NC(=O)OCc1ccccc1,83,55,64,63,56,61,84,15
NNC(=O)c1nc2ccccc2[nH]1,98,124,107,97,111,95,108,96
N#CCCCCCCCCCCC#N,100,113,107,100,92,95,125,.
CC(=O)[C@H]1CC[C@H]2[C@@H]3CC[C@@H]4CC=C(C=O)C[C@]4(C)[C@H]3CC[C@]12C,97,112,92,98,85,88,107,77
Clc1ccc(Oc2ccc(Nc3ncnc4onc(-c5ccccc5)c34)cc2)c(Cl)c1,101,120,105,98,105,91,109,103
CO[C@H]1CC[C@H](C)[C@@H]([C@@H](C)[C@@H](O)[C@@H](C)[C@@H](O)[C@@H](C)COC(=O)c2ccc(Br)cc2)O1,107,101,104,98,104,96,121,77
OC1(c2ccccc2)OC(c2ccccc2)CN(Cc2ccccc2)C1c1ccccc1 (stereo not drawn),100,90,.,90,91,.,97,86
Cc1cccc2c1NC(=O)[C@@]21[C@H](C(=O)c2ccccc2)[C@]2(C(=O)Nc3ccccc32)[C@H]2CCCN21,101[100 µM],-24*[100 µM],5.9*[100 µM],-17*[100 µM],39[100 µM],12[100 µM],2.5*[100 µM],40[100 µM]
COc1ccc(-n2c(SCc3n[nH]c(=S)n3C(=O)c3ccc(Br)cc3)nc3ccc(Cl)cc3c2=O)cc1,89,63,70,58,111,71,.,.
CSc1nc2c(c(=O)n1C)NC1=C(C(=O)c3ccccc31)C1(C=C(O)c3ccccc31)N2 (stereo not drawn),112,.,103,98,119,.,82,108
Cc1nn(-c2ccccc2)c(N2CCCCC2)c1/C=N/NC(=O)Cn1c(=O)sc2ccccc21,83,90,67,81,88,35,82,81
Cc1cc(=O)[nH]c2ccc(Cc3ccccc3)cc12,77,90,88,81,74,52,75,62
N/N=C/c1ccc([N+](=O)[O-])cc1,107,127,101,105,93,179,108,82
COc1ccc(C(=O)Nc2ccc(Cl)cc2)cc1,93,106,100,100,82,100,104,78
CC(=O)Cn1c(CN2CCN(C)CC2)nc2ccccc2c1=O,94,83,108,105,86,100,107,113
